# Compound activity (PubChem)
# ERG Ets-DNA blk – qHTS for Small Molecule Inhibitors of the ERG Ets/DNA interaction; Transcriptional regulator ERG (Homo sapiens), P11308; fluorescence polarization, His-ERG Ets domain / labelled DNA; Potency, µM (series often up to 76.9 µM), inactives show at the top dose FP activity, negative = inhibition, most hits filed as inhibitors; 370,000 compounds, 0.028% hits; active = well fitted inhibition curve with a large enough effect in the polarisation, with a control signal flat; inconclusive = small, poorly fitted or top-dose-only effect, or effect the other way, or a change in a side signal; inactive = no such curve, though single readings can be large or run the other way; the % refers to the polarisation;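 also: polarization taken with two DNA probes labelled with fluorescein and Texas red; potency is read from the fitted curve at half-maximal effect; % of control where 0% means no effect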
#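 His-tagged ERG Ets domain (1 uM in the protein solution; 300mM KCl, 50mM Tris-HCl, 1mM EDTA, 1mM DTT, pH 7.5) received compound, then a probe mix of 5 nM fluorescein-DNA and 100nM Texas-615-DNA. Fluorescence polarization was read for both dyes.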
# Pol kappa inh – qHTS for Inhibitors of Polymerase Kappa; DNA polymerase kappa (Homo sapiens), Q9UBT6; AID 588579, 2011; Potency, µM (titrated, usually from 107 µM), for inactives: top-dose activity, negative = inhibition, actives largely listed as inhibitors; 400,000 compounds, 0.53% hits; purified Pol kappa, fluorescent DNA synthesis assay, 10 min; also: potency is read from the fitted curve at half-maximal effect; % is scaled to controls: 0 for no effect and ±100 for the full control effect
# Target sequence (Q9UBT6 whole entry, looked up): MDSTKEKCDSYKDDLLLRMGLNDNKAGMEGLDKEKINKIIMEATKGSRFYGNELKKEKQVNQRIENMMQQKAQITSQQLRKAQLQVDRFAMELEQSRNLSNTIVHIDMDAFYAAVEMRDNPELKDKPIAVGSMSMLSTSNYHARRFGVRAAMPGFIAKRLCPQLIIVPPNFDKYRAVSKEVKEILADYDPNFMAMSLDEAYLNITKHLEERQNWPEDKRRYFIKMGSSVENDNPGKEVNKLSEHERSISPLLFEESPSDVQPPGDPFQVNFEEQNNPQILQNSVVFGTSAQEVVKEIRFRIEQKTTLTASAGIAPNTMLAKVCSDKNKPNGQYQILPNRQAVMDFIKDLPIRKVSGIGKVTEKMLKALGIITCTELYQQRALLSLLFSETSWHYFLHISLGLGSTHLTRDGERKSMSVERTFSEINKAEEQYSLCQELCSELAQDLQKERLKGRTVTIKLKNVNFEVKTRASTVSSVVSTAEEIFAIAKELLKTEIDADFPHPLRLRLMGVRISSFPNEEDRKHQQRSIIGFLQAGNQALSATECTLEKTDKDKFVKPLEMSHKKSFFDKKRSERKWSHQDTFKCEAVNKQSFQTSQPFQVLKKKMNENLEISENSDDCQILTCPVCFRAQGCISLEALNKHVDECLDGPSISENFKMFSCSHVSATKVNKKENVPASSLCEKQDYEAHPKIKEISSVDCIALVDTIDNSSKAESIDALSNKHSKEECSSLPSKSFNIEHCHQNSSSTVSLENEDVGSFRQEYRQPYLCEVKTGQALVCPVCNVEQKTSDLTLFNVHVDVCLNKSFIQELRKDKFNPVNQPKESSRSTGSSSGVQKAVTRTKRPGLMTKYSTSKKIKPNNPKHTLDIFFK
#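 Here, compound and 10 nM enzyme are combined for 15 min at room temperature; adding 50 nM substrate (final) starts DNA synthesis, tracked by fluorescence at 0 and 10 min against buffer-only wells.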
# Apoferritin bind – qHTS Assay for Identification of Novel General Anesthetics. Ferritin light chain (Equus caballus), P02791. apoferritin/1-aminoanthracene competitive binding, fluorescence. Potency, µM (highest dose often 77.5 µM), without a hit: at the highest dose activity change, negative = displacement, actives largely listed as inhibitors. 350,000 compounds, 0.074% hits; also: potency is read from the fitted curve at half-maximal effect; % is scaled to controls: 0 for no effect and ±100 for the full control effect; nearly all actives have a fitted effect of over 20% in size
# Target sequence (P02791 2-175 limits assumed): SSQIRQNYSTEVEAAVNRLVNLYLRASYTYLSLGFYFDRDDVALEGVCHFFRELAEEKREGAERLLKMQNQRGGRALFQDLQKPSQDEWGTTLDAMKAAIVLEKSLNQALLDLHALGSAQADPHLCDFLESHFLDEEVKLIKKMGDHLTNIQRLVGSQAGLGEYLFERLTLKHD
#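 Apoferritin-based anesthetic binding model; compound displacement of fluorescent 1-AMA measured as endpoint fluorescence after 10 minutes at room temperature, scaled to free-ligand and complex controls.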
# Pol beta inh – qHTS Assay for Inhibitors of DNA Polymerase Beta; 340,000 compounds, 1.3% hits; P06746; AID 485314, 2010; Pol beta primer extension/strand displacement, fluorescence kinetic; Potency, µM (titrated, usually from 114 µM), for the others: at the top dose activity change, negative = inhibition, most hits filed as inhibitors; also: potency is read from the fitted curve at half-maximal effect; % is scaled to controls: 0 for no effect and ±100 for the full control effect
#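 Reaction started by 50 nM substrate onto compound-treated Pol beta (10 nM, 15 min preincubation, room temperature); plates read at 0 min and 10 min. Normalized concentration-effect data fitted by four-parameter Hill equation.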
# ALOX12 inh – Primary qHTS assay for inhibitors of human arachidonate 12S-lipoxygenase (ALOX12): Round 2; purified 12hLO, xylenol orange hydroperoxide absorbance; Potency, µM (series often up to 108 µM), without a hit: top-dose activity change, negative = inhibition, hits mostly inhibitors; 580,000 compounds, 1.1% hits; also: potency is read from the fitted curve at half-maximal effect; % is scaled to controls: 0 for no effect and ±100 for the full control effect
#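 Hydroperoxide product was detected by ferrous iron/xylenol orange as the 573 to 405 nm absorbance ratio. Arachidonic acid at 40 uM (final) was turned over for 30 min at room temperature by 150 nM human 12hLO, pH 7.0 Hepes buffer, after 15 min compound preincubation.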
# APE1 inh – qHTS Assay for Inhibitors of the Human Apurinic/apyrimidinic Endonuclease 1 (APE1); recombinant APE1, TAMRA/BHQ-2 abasic DNA cleavage fluorescence; 350,000 compounds, 0.35% hits; AID 2517, 2012; Potency, µM (highest dose often 65.8 µM), for the others: top-dose activity change, negative = inhibition, actives largely listed as inhibitors;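 also: potency is read from the fitted curve at half-maximal effect; plate controls were vehicle for no effect and reference inhibitor for full effect; nearly all actives have a fitted effect of over 55% in size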
#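 Activity was derived from the fluorescence gain between first and third kinetic reads (60 s intervals, ex 525/em 598 nm) after 50 nM THF-abasic TAMRA/BHQ-2 duplex was added to 0.75 nM APE1 preincubated 15 min with compound.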
# BLM inh – qHTS Assay for Inhibitors of Bloom's syndrome helicase (BLM). RecQ-like DNA helicase BLM (Homo sapiens), P54132. recombinant BLM DNA unwinding, fluorescence dequenching. Potency, µM (top dose mostly 56.1 µM), for the others: top-dose activity change, negative = inhibition, most hits filed as inhibitors. 350,000 compounds, 0.2% hits;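 also: potency is read from the fitted curve at half-maximal effect; plate controls were vehicle for no effect and no enzyme for full effect; nearly all actives have a fitted effect of over 35% in size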
# TRHR ag – qHTS for Small Molecule Agonists and Allosteric Enhancers of Human TRH Receptor: Primary Screen for Agonists; AID 493084, 2011; activation, % at 2 µM; 360,000 compounds, 0.18% hits; TRHR cells, calcium flux fluo-8, FDSS agonist mode; Thyrotropin-releasing hormone receptor (Homo sapiens), P34981; in the data active = activation above about 30%; also: 0% is about no effect
#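 Steps: seed TRHR cells overnight; add fluo-8 no-wash Ca dye, RT 30 min–1.5 h; record 10 s baseline; pin-transfer compounds; monitor fluorescence 1 cycle/s for the agonist window. Calcium increases flag candidate agonists.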
# POLI inh – qHTS for Inhibitors of Polymerase Iota; DNA polymerase iota (Homo sapiens), Q9UNA4; Pol iota fluorescent replication assay, 10 min; Potency, µM (titrated, usually from 115 µM), for inactives: top-dose activity, negative = inhibition, hits mostly inhibitors; 390,000 compounds, 1% hits; AID 588590, 2011; also: potency is read from the fitted curve at half-maximal effect
#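 Fluorescent replication assay read twice, at 0 min and 10 min after adding 50 nM (final) substrate. Enzyme (10 nM) and compounds were first incubated 15 min at room temperature; enzyme-free buffer wells were negative controls.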
# * = called active by the depositor; ? = inconclusive; . = not tested or not shown; [ ] = another dose, or the depositor's remark. Unless noted, calls follow the shape of the dose curve; as a rule, active = well fitted curve in the direction sought with a large enough effect; inconclusive = small, poorly fitted or top-dose-only effect, or another doubt; inactive = no such curve, though single readings can be large; an effect the other way counts as inactive or inconclusive. A portion of the library (hit frequency here may not be typical).
SMILES,ERG Ets-DNA blk,Pol kappa inh,Apoferritin bind,Pol beta inh,ALOX12 inh,APE1 inh,BLM inh,TRHR ag,POLI inh
Cc1ccc2cccc(OCc3ccccc3)c2n1,0%,-2%,-3%,14%,16%,4%,1%,0.0,33%[activator]
CCCn1c(C)cc(/C=C(\C#N)C(=O)O)c1C,-6%,-9%,-10%,0%[57.1 µM],-27%,3%,-3%,0.2,-17%
CC(=O)Oc1cc2cccc(OC(C)=O)c(=O)c2c(OC(C)=O)c1OC(C)=O,16%,1µM*,-16%,0.18µM*,.,0.45µM*,?,-0.4,1µM*
O=S(=O)(c1ccccc1)N1CCN(c2nc(-c3cccs3)nc3ccccc23)CC1,.,10%,-10%,2%,2%,26%,-1%,-1.0,-7%
O=C(Cn1cc2c(n1)CCCC2)NCCCN1CCN(C2CCCCC2)CC1,7%,-16%,-13%,3%,265%[activator],19%,1%,-0.2,11%
Cn1c(OCc2cccnc2)nc2c1c(=O)n(Cc1ccc(Br)cc1)c(=O)n2C,-2%,-21%,-12%,12%,-21%,0%,0%,-0.2,-6%
COc1cccc(CC(NC(C)=O)C(=O)NC2CCN(S(=O)(=O)c3ccc(NC(C)=O)cc3)CC2)c1OC (centres undefined),-2%,4%,3%,-3%,-12%,30%,-3%,1.9,46%[activator]
CC(=O)N1CCC2(CC1)CC(=O)c1cc(Cl)ccc1O2,0%,-18%,.,.,-15%,.,.,.,-21%
Cc1c(Cl)cccc1NC(=O)c1cc(-c2cccc(Cl)c2)on1,8%,-6%,-5%,10%,-26%,.,1%,-2.0,?
N/C(=N\OC(=O)CCC1CCCC1)c1ccc([N+](=O)[O-])cc1,2%,2%,?,0%,-7%,-3%,-5%,-0.6,46%[activator]
COCCCNC(=O)c1ccc(S(=O)(=O)c2ccc(Cl)cc2)c(NC(C)=O)c1,-3%,3%,-5%,15%,11%,12%,-1%,0.1,5%
CCc1ccc(CNC(=O)CN2C(=O)CSc3ccc(S(=O)(=O)N4CCOCC4)cc32)cc1,7%,-9%[60.1 µM],7%,34%,-22%,.,-4%,-0.7,15%
CN(CCC#N)C(=O)COC(=O)c1ccc(CNS(=O)(=O)c2ccc(F)c(Cl)c2)cc1,-13%,-10%,-1%,2%,-16%,0%,-2%,0.8,18%
COc1ccc(C2CCCN2C(=S)Nc2ccccc2C)cc1OC (centres undefined),-13%,-5%,-18%,2%,9%,7%,-1%,-0.5,-11%
FC(F)Sc1nc2ccccc2[nH]1,-4%,-2%,-7%,-22%,103%[activator],12%,-3%,0.0,8%
COCCOC(=O)Cn1nnc2sc(-c3ccccc3)cc2c1=O,-10%,-10%,-6%,2%,?,.,-2%,0.6,10%
Cc1ccc(C)c(N2CCN(C(=O)CCS(=O)(=O)c3cc4c(cc3Cl)NC(=O)CO4)CC2)c1,3%,0%,0%,-19%,-21%,.,0%,-0.1,0%
CCc1ccc(NC(=S)N(Cc2ccccc2)Cc2ccccn2)cc1,0%,5%,42%[activator],14%,-8%,9%,-6%,0.6,28%
COc1ccccc1CNC(=O)c1cc2c(s1)-c1ccc(Cl)cc1SC2,5%,0%,-8%,25%,-16%,.,-2%,0.1,28%
COc1cccc(/C=C/C(=O)OCC(=O)NC2CC2)c1,3%,-3%,.,.,8%,20%,.,-0.2,10%
CCn1cc(C(C)NC(=O)COc2ccc(Cl)cc2C)c(C)n1 (centres undefined),1%,0%,3%,17%,6%,5%,0%,-1.0,8%[58.9 µM]
CCCN(C(=O)COC(=O)CCOc1ccccc1C)c1c(N)n(Cc2ccccc2)c(=O)[nH]c1=O,-3%,6%,1%,0%,368%[activator],-4%,-3%,0.0,49%[activator]
CCCn1c(=O)c(/C(N)=N/O)nn(-c2cccc(C(F)(F)F)c2)c1=O,4%,-16%,-7%,-1%,?,3%,-3%,-0.2,-4%[58.9 µM]
COC(=O)c1sccc1NC(=O)Nc1ccc(C(C)=O)cc1,4%,-4%,?,-28%,-14%,4%,-3%,0.0,26%
COc1cc2c(c(OC)c1OC)-c1ccc(OC)c(=O)cc1[C@@H](NC=O)CC2,.,15%[60.1 µM],-6%,.,?,-4%,1%,.,.

# 4 compounds from above, ordered by count of non-hydrogen atoms, smallest number first.
SMILES,ERG Ets-DNA blk,Pol kappa inh,Apoferritin bind,Pol beta inh,ALOX12 inh,APE1 inh,BLM inh,TRHR ag,POLI inh
COc1cccc(/C=C/C(=O)OCC(=O)NC2CC2)c1,3%,-3%,.,.,8%,20%,.,-0.2,10%
CCn1cc(C(C)NC(=O)COc2ccc(Cl)cc2C)c(C)n1 (centres undefined),1%,0%,3%,17%,6%,5%,0%,-1.0,8%[58.9 µM]
COc1ccc(C2CCCN2C(=S)Nc2ccccc2C)cc1OC (centres undefined),-13%,-5%,-18%,2%,9%,7%,-1%,-0.5,-11%
O=C(Cn1cc2c(n1)CCCC2)NCCCN1CCN(C2CCCCC2)CC1,7%,-16%,-13%,3%,265%[activator],19%,1%,-0.2,11%

# Next part
SMILES,ERG Ets-DNA blk,Pol kappa inh,Apoferritin bind,Pol beta inh,ALOX12 inh,APE1 inh,BLM inh,TRHR ag,POLI inh
Cc1onc(-c2c(Cl)cccc2Cl)c1C(=O)N1CCN(c2ccccc2)CC1,6%,-22%,-4%,-4%,-2%,-6%,-6%,0.1,12%
COc1ccc(CNC(=O)c2sccc2C)cc1,3%,-2%,-13%,55%,7%,-3%,-3%,0.5,35%[activator]
Cc1noc(C)c1-c1ccc2ncnc(NC(C)c3ccco3)c2c1 (centres undefined),.,-14%,-8%,.,0%,?,21%,-0.1,?
Cc1ccccc1C(=O)NN(C)c1nc2ccccc2nc1C(F)(F)F,1%,2%,-4%,8%,17%,3%,-6%,-0.3,-1%
Nc1ncnc2c1ncn2[C@H]1C[C@H](O)[C@@H](COP(=O)(O)O)O1,0%,2%,-5%,16%,-26%,8%,2%,0.4,?
Cc1ccccc1OCc1nc2ccc(S(=O)(=O)N3CCOCC3)cc2[nH]1,7%,-2%,?,21%,-30%,19%,-3%,0.8,?
CCCCNC(=S)Nc1ccccc1F,5%,-4%,-10%,75%,-20%,-1%,-1%,0.1,-13%
Cn1sc(NC(=O)c2ccccc2)nc1=O,-4%,-4%,-7%,3%,-20%,2%,1%,-1.1,3%
CCc1ccccc1NC(=O)CSc1nnc(Cn2nnc3ccccc32)n1C,.,-1%,-4%,24%,19%,28%,5%,0.7,24%
Cc1cc(N2CCN(C3CCCC3)CC2)n2ncc(-c3ccccc3)c2n1,.,.,-1%,20%,.,3%,2%,0.9,.
O=C1Nc2ccccc2C1(O)c1ccccc1 (centres undefined),-1%,3%,-8%,-8%,-11%,-5%,-4%,-0.4,-14%
O=C(NCc1ccco1)Nc1ccc(Br)cc1Cl,-6%,-11%,-5%,5%,-23%,10%,0%,-0.8,-1%
COc1ccc(/C=C2/CCCC(CN(C)C)C2=O)cc1 (centres undefined),-15%,-12%,.,.,?,.,.,.,0%
O=C(NCc1ccco1)c1ccccc1O,-20%,2%,-12%,-5%,-3%,27%,-4%,0.9,12%
CC(c1cccs1)N(C(=O)Nc1ccccc1)C1CCCCC1 (centres undefined),3%,-6%,-7%,28%,9%,23%,-15%,0.1,1%
COc1ccccc1C(=O)OCc1cc(=O)n2c(C)csc2n1,1%,-4%,1%,0%,-13%,.,2%,0.3,16%
Cc1ccc(NC(=O)c2cnccn2)cc1C,1%,0%,-9%,39%,19%,8%,3%,0.1,33%[activator]
O=S1(=O)C=CC(Nc2cccc(Cl)c2)C1 (centres undefined),.,-7%[60.1 µM],-2%,13%,-12%,7%,-6%,-0.5,19%
CCn1c(=O)n(C)c2c(=O)n(C)c(=O)n(C)c21,1%,-13%,.,.,12%,.,.,.,13%
Cc1nc2cnc(N3CCN(C)CC3)nc2n(Cc2cccs2)c1=O,.,-1%[60.1 µM],.,.,0%,1%,-12%,.,.
COc1cc(OC)cc(-c2c(-c3ccc(F)cc3)c3cc(-c4ccc5[nH]ccc5c4)ccc3n2C)c1,-1%,1%,.,.,5%,11%,.,0.3,17%

# A run of entries of the results above, for reference:
SMILES,ERG Ets-DNA blk,Pol kappa inh,Apoferritin bind,Pol beta inh,ALOX12 inh,APE1 inh,BLM inh,TRHR ag,POLI inh
Cc1onc(-c2c(Cl)cccc2Cl)c1C(=O)N1CCN(c2ccccc2)CC1,6%,-22%,-4%,-4%,-2%,-6%,-6%,0.1,12%
COc1ccc(CNC(=O)c2sccc2C)cc1,3%,-2%,-13%,55%,7%,-3%,-3%,0.5,35%[activator]
Cc1noc(C)c1-c1ccc2ncnc(NC(C)c3ccco3)c2c1 (centres undefined),.,-14%,-8%,.,0%,?,21%,-0.1,?

# Pulled one by one from the entries so far, 2 records:
SMILES,ERG Ets-DNA blk,Pol kappa inh,Apoferritin bind,Pol beta inh,ALOX12 inh,APE1 inh,BLM inh,TRHR ag,POLI inh
O=C1Nc2ccccc2C1(O)c1ccccc1 (centres undefined),-1%,3%,-8%,-8%,-11%,-5%,-4%,-0.4,-14%
Nc1ncnc2c1ncn2[C@H]1C[C@H](O)[C@@H](COP(=O)(O)O)O1,0%,2%,-5%,16%,-26%,8%,2%,0.4,?
